Screening results (PubChem BioAssay)
NPR2 activator: GC-B (human) receptor activation; AID 1920062; activation, % at 10 µM; HEK293-GC-B cells, CNP EC30, cGMP TR-FRET; 0% at EC30 CNP, 100% saturating CNP; P20594; actives 0.11% (n = 370,000);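 active = activation at 10 µM reaching about 35% in either raw or pattern-adjusted values, limit read from the data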
UHRF1 MBD2 ctr: human UHRF1 methylated DNA binding inhibitors; UHRF1 binding to methylated oligo, TR-FRET; inhibition, % at 4.4 µM; actives 0.75% (n = 370,000); AID 687016; in the data active = inhibition above about 21%;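 also: UHRF1 SRA domain binding a hemimethylated CpG hairpin DNA probe; 0% = median of test compound wells and 100% = reference inhibitor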
MBD2 inh: blocks human MBD2 binding to methylated DNA; inhibition, % at 4.4 µM; TR-FRET, MBD2 binding to methylated oligonucleotide; Q9UBB5; actives 0.31% (n = 370,000); AID 686964; in the data active = inhibition above about 13%
Target sequence (Q9UBB5 whole entry, looked up): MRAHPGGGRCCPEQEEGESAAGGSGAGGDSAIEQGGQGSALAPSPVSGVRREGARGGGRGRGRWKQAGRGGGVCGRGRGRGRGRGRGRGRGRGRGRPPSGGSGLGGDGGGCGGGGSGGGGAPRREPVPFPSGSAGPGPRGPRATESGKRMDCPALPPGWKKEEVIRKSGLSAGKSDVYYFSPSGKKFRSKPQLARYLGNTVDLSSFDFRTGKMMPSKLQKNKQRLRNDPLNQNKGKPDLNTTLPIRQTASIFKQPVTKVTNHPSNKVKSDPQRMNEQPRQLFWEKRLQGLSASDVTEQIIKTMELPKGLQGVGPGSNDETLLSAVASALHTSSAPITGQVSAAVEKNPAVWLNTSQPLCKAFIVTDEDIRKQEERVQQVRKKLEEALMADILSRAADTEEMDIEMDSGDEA
SIAE primary: human SIAE inhibition, primary screen; Q9HAT2; SIAE FP-Rh probe binding, fluorescence polarization; inhibition, % at 9.66 µM; actives 0.69% (n = 370,000); AID 1053197;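 active = inhibition above a cutoff: mean of compounds within the control limits plus 3 SD of those, cut at about 17% in these data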;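 also: 0% = plate median of compound wells and 100% = probe without SIAE protein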
GC-A act: GC-A (human) enzyme activation; HEK293 GC-A cells, cGMP TR-FRET, EC30 ANP; 0% at EC30 ANP, 100% saturating ANP; activation, % at 10 µM; actives 0.14% (n = 370,000); AID 1671463; in the data active = activation above about 40%
TCR-CD3 inh: inhibitors of human TCR-CD3 interaction. TAMRA-labeled TCR probe fluorescence, biochemical. actives 0.37% (n = 360,000). inhibition, % at 9.4 µM; in the data active = inhibition above about 19%;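 also: recombinant mutant TCR 2C K166C tagged with TAMRA read by polarization; 0% = receptor in buffer alone and 100% = receptor with positive control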
rCAG RNA binder: molecules binding r(CAG) RNA repeats; r(CAG) RNA repeat, TO-PRO-1 dye displacement fluorescence; inhibition, % at 3 µM; actives 1.3% (n = 370,000);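 active = inhibition above the plate cutoff, the mean of all test compounds on that plate plus 3 SD, cut at about 35% in these data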;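 also: 0% = DMSO alone and 100% = 100 µM mitoxantrone as full dye displacement; higher means more dye released from RNA so lower well fluorescence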
PRMT1 FP inh: PRMT1 (human) inhibition, primary screen. actives 1.3% (n = 370,000). recombinant PRMT1, activity-based probe fluorescence polarization. inhibition, % at 2.79 µM;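 active = inhibition above about 21% made by adding two undisclosed values, limit read from the data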
ABHD4 inh: ABHD4 (mouse) inhibition, primary FP screen; Q8VD66; purified mABHD4, FP-Rh probe fluorescence polarization; inhibition, % at 8.92 µM; actives 0.54% (n = 370,000);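 active = inhibition exceeding the mean over every tested compound plus 3 SD, cut at about 30% in these data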;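 also: 0% = plate median of compound wells and 100% = S159A mutant with DMSO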
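Material: mouse ABHD4 enzyme, wild type; Benchmarks: S159A mutant high control, sample median low control; Buffer or medium: HEPES pH 7.0, NaCl, Pluronic buffer; Signal: fluorescence polarization; Read-out: percent inhibition of probe binding, normalized to plate controls; Timing: pre-incubation 45 min, probe exposure 60 min, at 25 °C; Dosing: 8.92 µM, single dose.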
HTRA1 inh: blocks human HTRA1 serine peptidase; recombinant HTRA1, FP-rhodamine activity-based probe, fluorescence polarization; AID 504803; inhibition, % at 5.96 µM; actives 0.5% (n = 340,000); Q92743; in the data active = inhibition above about 36%;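 also: 0% = enzyme with DMSO and 100% = wells lacking enzyme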
Target sequence (Q92743 whole entry, looked up): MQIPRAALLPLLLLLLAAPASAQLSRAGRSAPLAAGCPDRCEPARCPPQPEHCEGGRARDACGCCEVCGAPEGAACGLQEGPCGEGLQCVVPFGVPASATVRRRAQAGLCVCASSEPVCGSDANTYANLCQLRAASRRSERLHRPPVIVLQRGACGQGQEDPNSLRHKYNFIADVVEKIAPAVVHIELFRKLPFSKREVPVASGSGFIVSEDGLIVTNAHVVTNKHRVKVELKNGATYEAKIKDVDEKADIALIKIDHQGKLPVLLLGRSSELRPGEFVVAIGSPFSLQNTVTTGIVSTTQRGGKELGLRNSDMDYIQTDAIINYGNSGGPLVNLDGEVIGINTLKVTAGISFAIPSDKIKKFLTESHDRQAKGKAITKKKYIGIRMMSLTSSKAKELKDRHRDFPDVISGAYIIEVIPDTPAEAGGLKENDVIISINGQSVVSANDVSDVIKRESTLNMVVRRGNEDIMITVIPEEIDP
* marks the source's active call; other numbers are inactive results; . = no result given; + = active, no number. Not all compounds are listed, so the mix of outcomes need not match the whole.

SMILES	NPR2 activator	UHRF1 MBD2 ctr	MBD2 inh	SIAE primary	GC-A act	TCR-CD3 inh	rCAG RNA binder	PRMT1 FP inh	ABHD4 inh	HTRA1 inh
CCCCCCSc1ccc([C@@H]2[C@H]3C(=O)N(CC)C(=O)[C@H]3[C@]3(C(=O)OC)CCCCN23)cc1OC	-7	0	3	-7	-5	-9	-4	1	4	-3
CCOC(=O)CNc1c(-c2ccc(OC)cc2)nc2ccc(Cl)cn12	10	0	1	2	12	3	-1	8	-1	8
O=C(NCCN1CCCC1)C1CCN(S(=O)(=O)N2CCC3(CC2)OCCO3)CC1	-3	1	1	-9	0	8	-2	3	-2	-4
COc1ccc(-n2nc(C(=O)NCC(=O)N3CCCCCC3)c3ccccc3c2=O)cc1OC	-5	1	-4	2	-5	1	-5	-2	2	-1
COc1ccc(NC(=O)CSc2n[nH]c(=O)n2Cc2ccccc2)cc1Cl	-1	1	1	-2	1	6	6	-2	-3	-17
CN(C(=O)c1ccc(NC(=O)Cc2cccc(NC(=O)C3CCCN(C(=O)CCc4ccccc4)C3)c2)cc1)C1CCCC1 (stereo unspecified)	-1	-1	2	0	3	3	1	-2	-3	-36
CCOc1ccc(/C=N/NC(=O)C(=O)N2CCCCCC2)c2ccccc12	0	-2	-6	-10	-1	4	7	-4	-20	-21
FC(F)(F)c1ccccc1-c1nc(-c2ccncc2)no1	1	-1	-2	-2	10	3	-4	1	-4	-2
Cn1c(=O)n(Cc2ccccc2)c2ccccc21	0	1	2	1	-7	-8	-5	3	-1	-2
COc1cc(/C=C/C(=O)Nc2ccc(C(C)=O)cc2)cc(OC)c1OC	-1	-6	-7	-12	3	1	2	-2	-11	-15
COc1ccc(C(=O)NC(=S)Nc2cccc3ncccc23)cc1[N+](=O)[O-]	-4	-8	-3	1	0	3	4	3	-1	-2
Cc1ccc(N(C(=O)c2ccccn2)C(C(=O)NC2CCCCC2)c2ccncc2)cc1 (stereo unspecified)	3	1	-5	-3	2	5	0	-6	-1	7
C(=CCSc1ccccn1)CSc1ccccn1	1	-2	-5	-3	0	7	-1	-1	1	.
O=C(Nc1cccc(-c2ccc(N3CCCCC3)nn2)c1)c1ccco1	-2	1	-3	2	0	-2	3	3	-16	-17
COC(=O)CCC(=O)c1oc2ccc(Br)cc2c1N	-6	1	-5	-6	0	11	1	-2	8	-5
O=C(CCN1C(=O)C2C3C=CC(C3)C2C1=O)Nc1ccccc1F (stereo unspecified)	0	1	1	-2	2	0	1	2	3	9
COc1ccc(N(C(C)C(=O)N2CCC(Cc3ccccc3)CC2)S(C)(=O)=O)cc1 (stereo unspecified)	-1	-3	1	-1	3	5	-6	0	0	-3
COc1cc(/C=N\NC(=O)CN2CCOCC2)ccc1OCC(=O)Nc1ccc(C)c(C)c1	-2	-3	1	-4	6	7	-1	-1	-7	-1
Cn1c(=O)c2c(nc(SCc3nn[nH]n3)n2Cc2ccccc2F)n(C)c1=O	10	-1	3	6	8	5	1	0	+	8
COc1ccc(CN(C2CCCC2)S(=O)(=O)c2ccc(-n3cnnn3)cc2)cc1	-6	1	1	-3	-6	0	5	1	-13	-21

Next part (two carried over from the part before).
SMILES	NPR2 activator	UHRF1 MBD2 ctr	MBD2 inh	SIAE primary	GC-A act	TCR-CD3 inh	rCAG RNA binder	PRMT1 FP inh	ABHD4 inh	HTRA1 inh
Cn1c(=O)c2c(nc(SCc3nn[nH]n3)n2Cc2ccccc2F)n(C)c1=O	10	-1	3	6	8	5	1	0	+	8
COc1ccc(CN(C2CCCC2)S(=O)(=O)c2ccc(-n3cnnn3)cc2)cc1	-6	1	1	-3	-6	0	5	1	-13	-21
O=C(NCCCn1ccnc1)C(=O)NC1CCCCC1	3	-2	1	1	2	3	-2	0	-4	0
CCCn1c(CCNc2nc(-c3ccc(OC)cc3)cs2)nc2ccccc21	-3	7	6	6	-17	4	4	4	12	-18
COc1ccc(OC)c(C2C=C(C34CC5CC(CC(C5)C3)C4)NC(=S)N2)c1 (stereo unspecified)	3	1	-2	0	-3	1	9	13	-1	-40
CCCCN(CC)CCNS(=O)(=O)c1ccc2c(c1)oc(=O)n2C	-1	2	3	2	0	-3	-4	-4	-3	-2
Cc1ccc(N(Cc2cc3ccccc3[nH]c2=O)C(=O)c2cccs2)cc1C	-14	1	-3	9	5	7	3	-11	0	-6
COc1ccc(C(=O)NCC(=O)OCCCOC(=O)CNC(=O)c2ccc(OC)c(OC)c2)cc1OC	-6	5	3	-2	-1	-10	-4	-3	-10	6
N#CC1=C(N)Nc2nc3ccccc3n2C1c1ccc(Cl)cc1 (stereo unspecified)	2	1	2	-3	3	0	3	-3	0	-2
COc1ccccc1OCC(=O)Nc1cc(S(=O)(=O)N2CCCCC2)ccc1N1CCCCC1	6	27*	10	-4	-2	-3	5	-2	1	-31
COc1ccc(C2/C=C\CN(C(=O)c3ccccc3)[C@H](Cc3ccccc3)C(=O)N2Cc2ccc(F)cc2)cc1 (stereo partly specified)	-9	2	-2	-8	-5	5	2	0	5	-49
CCOC(=O)N1CCN(CC(=O)N2c3ccccc3Sc3ccccc32)CC1	1	-3	-2	7	-10	12	-10	7	3	8
CC(Sc1nnc(C2CC2)n1C1CC1)C(=O)NC1(C#N)CCCCC1 (stereo unspecified)	2	0	3	4	-1	-5	0	1	-3	5
C=C1CCC[C@]2(C)C[C@H]3OC(=O)C(CN(Cc4ccc(OC)c(OC)c4)CC(C)O)[C@H]3CC12 (stereo partly specified)	1	2	3	-2	-5	-4	-2	2	-3	0
CN1CCN(c2ccc(CNS(=O)(=O)Cc3cccc(C(F)(F)F)c3)cc2)CC1	3	5	8	-4	2	-13	-7	7	-10	.
Cc1ccc(/C=N/NC(=O)CCCOc2ccc(Cl)cc2Cl)cc1	-3	1	1	5	1	6	4	0	-19	-39
CC(C)Oc1cccc(C(=O)C2CCCN(Cc3cccn3-c3cccnc3)C2)c1 (stereo unspecified)	-5	0	5	-5	-7	0	-7	-4	-2	-2
Cc1ccc(CNC(=O)CSc2nc3n[nH]c(C)c3c(=N)n2-c2cccc(C)c2)cc1	-14	-1	-5	-3	-23	3	1	-1	-8	-47
CS(=O)(=O)c1ccc(Cl)c(NC(=O)C2CC(=O)N(Cc3ccccc3)C2)c1 (stereo unspecified)	2	0	-1	10	-1	4	2	-3	4	-4
Cc1cc(Cl)c(OCCCNCc2ccccc2)c(Br)c1	-19	-2	-2	5	-30	-6	10	-3	18	-1
CCCSc1nnc(Sc2nnnn2-c2ccccc2)s1	6	1	0	-6	4	5	-5	1	1	1
Cn1c(CCc2ccc(N)cc2)nc2ccccc21	1	1	1	3	0	-6	0	4	0	6

Single entries from above.
Under GC-A act, COc1ccccc1OCC(=O)Nc1cc(S(=O)(=O)N2CCCCC2)ccc1N1CCCCC1 has the entry -2
Under TCR-CD3 inh, COc1ccc(-n2nc(C(=O)NCC(=O)N3CCCCCC3)c3ccccc3c2=O)cc1OC has the entry 1

More records
SMILES	NPR2 activator	UHRF1 MBD2 ctr	MBD2 inh	SIAE primary	GC-A act	TCR-CD3 inh	rCAG RNA binder	PRMT1 FP inh	ABHD4 inh	HTRA1 inh
COc1ccc(N2CCN(C(=O)c3cc(C)oc3C)CC2)cc1	4	0	0	1	-1	1	-9	2	2	0
O=S(=O)(NCC(c1cccnc1)N1CCN(c2ccc(F)cc2)CC1)c1ccccc1 (stereo unspecified)	-1	6	-1	3	0	-2	-6	3	1	-6
CCOC(=O)c1cc(OC(=O)c2ccccc2OC)n(-c2ccccc2)n1	4	0	-1	3	2	-2	29	2	12	-1
Cc1ccccc1N1Cc2ccccc2C1	4	5	-3	1	0	-3	2	3	3	6
O=S(=O)(c1ccc(Cl)cc1)N1CCN(Cc2cccnc2)CC1	2	-2	-2	-2	2	2	-1	-1	1	3
COCCn1c(SCC(=O)Nc2nnc(C)s2)nnc1-c1cc2ccccc2cc1O	-2	0	-4	0	-1	-2	3	4	4	0
Cc1ccc(NC(=O)c2cccc3c2-c2ccccc2C3=O)cc1C	-3	4	1	3	3	6	18	2	-3	-16
CCCCOC(=O)C1C2C=CC3(CN(CCc4ccccc4)C(=O)C13)O2 (stereo unspecified)	1	3	-2	0	2	-2	6	-1	-2	2
Cc1cc(C)c2cc(C#N)c(SCC(=O)Nc3cc(C)on3)nc2c1	-7	-1	-1	3	12	8	3	0	-3	12
CC(NC(=S)Nc1ccc(OC(F)F)cc1)c1ccc(F)cc1 (stereo unspecified)	5	-1	-1	8	2	6	0	-1	-7	-11
O=C1CCC(C(=O)Nc2cccc(Oc3ccccc3)c2)=NN1	-5	2	0	-2	-2	5	-1	1	-1	-1
CCCC(=O)C1=C(O)C(C(=O)OC)C(C)(C)CC1=NCc1ccccc1 (stereo unspecified)	-4	2	2	0	-18	-6	-11	15	-2	-5
CCN(CC)C(=O)[C@H]1CC(CC(=O)NCc2ccco2)C(=O)N2CCc3c([nH]c4ccc(OC)cc34)[C@]12C (stereo partly specified)	-6	2	-2	-3	-5	3	0	-2	5	4
C(/C=C\c1ccco1)=NN1CCN(Cc2cccc3ccccc23)CC1	-12	-5	2	11	-4	.	6	6	16	.
Clc1ccc(CNCCCSc2ncccn2)cc1	-4	4	4	3	2	3	-4	0	-4	-17
CCCc1c(OCCCCc2nn[nH]n2)ccc(C(C)=O)c1O	7	0	-1	-9	-2	3	24	0	-12	3
Cc1cccc(N2CCN(CC(=O)Nc3ccccc3[N+](=O)[O-])CC2)c1C	0	3	2	-1	1	1	0	1	-8	5
C[C@@H]1CCC[C@]2(O[C@H](CCO)C[C@@H](O)[C@@H]2O)O1	-1	0	-2	12	0	-3	0	0	-2	-4
CCCCNC(=O)C[C@@H]1C(=O)N(Cc2ccc(OC)cc2)/C2=C/CCCCC[C@@]21C(=O)OCC	6	3	-6	-3	2	.	1	-3	-3	.
O=C(NCc1ccc2c(c1)OCO2)c1cccc(S(=O)(=O)N2CCOCC2)c1	-6	0	2	-2	0	4	0	-3	1	4
O=C(Oc1ccc(N(Cc2cccs2)C2=NS(=O)(=O)c3ccccc32)cc1)c1ccccc1F	2	5	1	-8	-3	-6	1	-1	0	2
CCN1N=C(c2cc(Cl)sc2Cl)CSC1=O	-1	-3	0	-1	-5	5	-1	-2	0	-8
CC(C)(C)OC(=O)N1CCCC(C(=O)Nc2cccc(C(=O)NCCCCc3ccccc3)c2)C1 (stereo unspecified)	3	-2	-3	-15	1	3	4	-6	-47	-47
Cc1cc(/C(=N/O)C(C)(C)NO)ccc1Cl	8	-3	4	-8	-1	1	3	0	6	4
Cc1ccccc1NC1=NC2(CCCC2)N=C(N)N1	6	5	6	-8	1	-6	-1	5	-6	8
CC(C)(C)c1cc2nc(NCCOc3ccccc3)ccn2n1	2	8	1	3	-3	-7	5	3	-4	.
CCc1ccc(OCC(=O)Nc2ccc(S(=O)(=O)N3CCCC3)cc2)c(Br)c1	6	-2	-3	2	0	4	0	-3	-5	-4
O=C(O)c1cc(C(F)(F)F)nc2c(C(F)(F)F)cccc12	5	6	2	2	0	0	10	3	-18	-9
NC(=O)CCC(NC(=O)c1ccc(Cl)cc1)C(=O)NCCc1ccc2c(c1)OCCO2 (stereo unspecified)	1	1	1	0	2	-1	-4	4	5	0
O=S1(=O)CC(O)C(NCc2cccnc2)C1 (stereo unspecified)	3	-2	-1	1	4	-5	0	-1	-3	2
